Bioassay records as filed in PubChem BioAssay.
GSIS activator: GLuc luminescence reporter in INS-1E cells, primary screen for activators of glucose-dependent secretion of insulin; hit rate 0.61% among 370,000; activation, % at 16.6 µM; AID 743287; INS-1E GLuc reporter insulin secretion, 2-3 h;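 active = lowest replicate activation of at least 40%, so every replicate reaches that level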;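 also: 0% = median of neutral control wells and 100% = median of IBMX positive control wells; some compounds called inactive have numbers as strong as hits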
RAD52 anneal inh: blocks human RAD52 DNA annealing; recombinant RAD52 DNA annealing, FRET fluorescence; inhibition, % at 18.7 µM; hit rate 0.46% among 360,000;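 active = every replicate showing at least 50% inhibition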
Target sequence (P43351 whole entry, looked up): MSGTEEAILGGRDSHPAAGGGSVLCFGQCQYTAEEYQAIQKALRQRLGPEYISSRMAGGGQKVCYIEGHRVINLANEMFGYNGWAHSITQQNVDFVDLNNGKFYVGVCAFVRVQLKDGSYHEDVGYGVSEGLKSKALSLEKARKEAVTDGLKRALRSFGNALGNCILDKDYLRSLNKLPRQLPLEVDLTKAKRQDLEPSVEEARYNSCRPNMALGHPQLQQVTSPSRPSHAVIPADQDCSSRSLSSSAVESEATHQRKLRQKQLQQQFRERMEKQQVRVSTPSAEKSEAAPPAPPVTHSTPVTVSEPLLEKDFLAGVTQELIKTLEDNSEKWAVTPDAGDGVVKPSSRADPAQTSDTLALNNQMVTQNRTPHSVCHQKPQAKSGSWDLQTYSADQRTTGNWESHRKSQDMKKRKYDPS
RAD54 branch: RAD54 (human) branch migration inhibition; AID 602329; hit rate 0.14% among 360,000; inhibition, % at 10.4 µM; Q92698; RAD54 Holliday junction branch migration, FAM/BHQ fluorescence;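 active = mean normalized replicate activity at least 40 and at least half of replicates scoring 40 or more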;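 also: 0% = median of neutral control wells and 100% = median of positive control wells; inhibitors cause a drop in the FAM fluorescence signal; in these data hits start at about 50%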
CFTR F508del cor: correctors of CFTR F508del function in bronchial epithelial cells; activity (quench increase), % at 7.58 µM; hit rate 0.36% among 350,000; CFBE cells, YFP halide quenching; stimulated with forskolin plus potentiator P3; % fluorescence drop versus neutral controls;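 active = mean added fluorescence quench of at least 8% versus neutral control, with both replicates also reaching 8%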;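 also: cells transiently co-express mutant CFTR-F508del with the halide-sensitive YFP; corrector assay measuring rescue of mutant channel to the surface after 24 h compound exposure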
esBAF inh: SWI/SNF esBAF complex inhibition; AID 602393; hit rate 2% among 350,000; reporter increase, % at 12.5 µM; mouse ES cells, Bmi1-luciferase knock-in reporter, 24 h; 100% = twice the neutral-well signal; in the data active = activation above about 40%;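 also: 0% = median of the plate's neutral control wells and 100% = double that signal; a rise in the Bmi1 reporter signal indicates esBAF inhibition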
ARNT TACC3 PPI: ARNT/TACC3 interaction disruption | Q9Y6A5 | AlphaScreen His-ARNT PAS-B/GST-TACC3 binding, luminescence; TACC3 fragment carries E629A point mutation | inhibition, % at 9.99 µM | hit rate 0.66% among 390,000;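 active = mean inhibition of replicates at least 50% and at least half of replicates each reaching 50%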;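 also: 0% = complete ARNT plus TACC3 wells and 100% = ARNT alone without TACC3; many hits fall short of the cut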
ERAP1 HTS inh: blocks human ERAP1 aminopeptidase activity; Q9NZ08; inhibition, % at 10.7 µM; recombinant ERAP1, Leu-AMC fluorescence, 60 min; AID 652197; hit rate 0.15% among 340,000;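 active = mean replicate inhibition of at least 30%, or all replicates individually reaching that 30% level; inactive = mean below 30% and not every replicate reaching it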;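 also: 0% = neutral control wells and 100% = L-leucinethiol positive control wells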
Xi reactivation: X-chromosome reactivation activator. XiGFP mouse fibroblasts, % GFP-positive cells imaging, 3 d; cells co-treated with 5-aza-dC sensitizer; scaled so ellipticine positive control = 100%. activation, % at 7.58 µM. hit rate 0.055% among 360,000. AID 743238;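 active = mean normalized replicate activation at least 10% and every replicate at or above 10%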;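 also: 0% = median of on-plate neutral control wells and 100% = ellipticine 6 µM median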
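Assay system – SV40-immortalized XiGFP fibroblast cells, line 68-5-11 · Buffer or medium – DMEM supplemented with 5-aza-dC as sensitizing agent · Dosing – one concentration, pinned · Benchmarks – positive control ellipticine, 6 µM final · Times – 3 days compound exposure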
Numbers without * were called inactive; · = not tested or not shown; & = joins results of further samples.

SMILES	GSIS activator	RAD52 anneal inh	RAD54 branch	CFTR F508del cor	esBAF inh	ARNT TACC3 PPI	ERAP1 HTS inh	Xi reactivation
Cc1ccc(NC(=O)NCc2ccc3[nH]c(C)cc3c2)cc1	7	-3	·	1.2	·	1	-1	-0.2
C[C@@H]1CN([C@H](C)CO)C(=O)c2cc(NC(=O)Cc3ccccc3)ccc2O[C@@H]1CN(C)Cc1ccc(Cl)c(Cl)c1	-11	-13	-3	0.2	2	3	2	0.0
Cc1cc(C)n(CCC(=O)N2CCc3ccccc32)n1	8	-4	-6	-2.9	3	-3	3	0.2
COc1ccc(C(CC(=O)N2CCCC2)C(C)C)cc1 (stereo not given)	4	-7	6	1.5	0	34	5	0.2
COc1ccccc1Nc1nc(C)nc2c1oc1ccccc12	8	-8	·	-0.5	-6	-2	0	0.0
Cc1sc(NC(=O)c2ccco2)c(C(c2cccnc2)N2CCC(C)CC2)c1C (stereo not given)	10	·	-3	·	5	-2	·	·
C[C@H]1CN([C@@H](C)CO)S(=O)(=O)c2ccc(Br)cc2O[C@H]1CN(C)C(=O)Cc1ccccc1	-6&-3	-4&15	-5	-0.1&0.0	-1&3	4	-4&-6	0.1&0.4
O=C(Nc1ccc(C(=O)O)cc1)/C(=C\c1ccccc1)NC(=O)c1ccccc1	2	-2	-9	1.2	1	-5	-1	0.0
Cc1ccccc1-n1nc2c(c1NC(=O)c1cccc(F)c1)CS(=O)C2 (stereo not given)	-16	1	-14	1.3	-1	-12	6	0.0
Cc1ccc(Sc2ccc(NC(=O)c3ccc(F)cc3)cc2C#N)cc1	13	-11	-2&-3	0.7&4.3	-1	2	-1	0.3
CCC(=O)N1C[C@H](C)[C@H](OC)CN(C)C(=O)c2cc(NC(=O)NC(C)C)ccc2OC[C@H]1C	1	8	9	-2.6	-4	-6	0	0.0
O=C(N[C@@H]1CC[C@H](CCNC(=O)C2CC2)O[C@@H]1CO)c1ccncc1	8	7	-7	0.8	4	4	0	0.2
C=CCNC(=O)NC(=O)COC(=O)/C(C#N)=C/c1cc(C)n(CCC(C)C)c1C	31	·	14	·	1	-7	·	·
O=[N+]([O-])c1ccc(COP(=O)(O)OCc2ccc([N+](=O)[O-])cc2)cc1	0	-12&7	-3&0	0.4&-6.5	-4&-2	·	3	2.6&0.0
CCC(C(=O)OC)n1cnc2c(nnn2-c2cccc(OC)c2)c1=O (stereo not given)	7	-20	·	-0.1	·	-2	4	-0.1
CCOC(=O)C1=C(C)Nc2nc(C)nn2C1c1ccc(OC)c(OC)c1 (stereo not given)	-3	-15	12	-1.9	-3	-6	·	0.2
COc1ccc(CN(C)C[C@H]2OCCCC[C@@H](C)Oc3ccc(NC(=O)C4CCCCC4)cc3C(=O)N([C@@H](C)CO)C[C@H]2C)cc1	-16	16	-1	0.1	-1	1	2	0.1
CCn1cc(/C=C(\NC(=O)c2ccccc2)C(=O)NCCCN2CCOCC2)c2ccccc21	4	-12	2	1.2	0	-1	-2	-0.1
O=C(N[C@H]1CC[C@H](CC(=O)N2CCCCC2)O[C@H]1CO)c1ccccn1	7	-10	4	2.9	-2	3	1	0.1
COc1ccccc1-n1c([S-])c(C(=O)Nc2ccccc2C(F)(F)F)[n+]2ccc(C(=O)NCCO)cc12	6	-53	·	-1.6	·	-10	-4	0.1
O=C1Nc2ccc([N+](=O)[O-])cc2C1(O)N1CCCCCC1 (stereo not given)	-1	1	5	·	13	-3	1	·
COCCCNC(=O)CN(CCc1ccccc1)S(=O)(=O)c1ccccc1	6	-13	·	-0.7	·	3	-3	0.0
COc1ccc(NC(=O)Nc2ccc3c(c2)C(=O)N([C@@H](C)CO)C[C@@H](C)[C@@H](CN(C)C(=O)Nc2cccc4ccccc24)O3)cc1	3	-6	3	0.0	3	-2	-2	0.4
C[C@H](CO)N1C[C@H](C)[C@@H](CN(C)C(=O)Nc2ccccc2)Oc2ncc(-c3ccc(C#N)cc3)cc2C1=O	-9&-6	-10&2&-20	-9&0&9	0.1&-1.5&1.4	1&-4&-1	-4&-2	16&2&1	-0.7
COCC(=O)N1CC(=O)N2[C@H](CO)[C@@H](c3ccc(-c4cccnc4)cc3)[C@H]2C1	18	-11	·	-3.8	·	·	0	0.4

Compound profiles, as listed above. Values in the order: GSIS activator	RAD52 anneal inh	RAD54 branch	CFTR F508del cor	esBAF inh	ARNT TACC3 PPI	ERAP1 HTS inh	Xi reactivation
Entry for `O=C(Nc1ccc(C(=O)O)cc1)/C(=C\c1ccccc1)NC(=O)c1ccccc1` = 2	-2	-9	1.2	1	-5	-1	0.0
Entry for `Cc1sc(NC(=O)c2ccco2)c(C(c2cccnc2)N2CCC(C)CC2)c1C` (stereo not given) = 10	·	-3	·	5	-2	·	·
Entry for `COCCCNC(=O)CN(CCc1ccccc1)S(=O)(=O)c1ccccc1` = 6	-13	·	-0.7	·	3	-3	0.0

A stretch from the list above, as a working copy:
SMILES	GSIS activator	RAD52 anneal inh	RAD54 branch	CFTR F508del cor	esBAF inh	ARNT TACC3 PPI	ERAP1 HTS inh	Xi reactivation
C[C@H](CO)N1C[C@H](C)[C@@H](CN(C)C(=O)Nc2ccccc2)Oc2ncc(-c3ccc(C#N)cc3)cc2C1=O	-9&-6	-10&2&-20	-9&0&9	0.1&-1.5&1.4	1&-4&-1	-4&-2	16&2&1	-0.7
COCC(=O)N1CC(=O)N2[C@H](CO)[C@@H](c3ccc(-c4cccnc4)cc3)[C@H]2C1	18	-11	·	-3.8	·	·	0	0.4

The main list resumes with the two entries that preceded the break.
SMILES	GSIS activator	RAD52 anneal inh	RAD54 branch	CFTR F508del cor	esBAF inh	ARNT TACC3 PPI	ERAP1 HTS inh	Xi reactivation
C[C@H](CO)N1C[C@H](C)[C@@H](CN(C)C(=O)Nc2ccccc2)Oc2ncc(-c3ccc(C#N)cc3)cc2C1=O	-9&-6	-10&2&-20	-9&0&9	0.1&-1.5&1.4	1&-4&-1	-4&-2	16&2&1	-0.7
COCC(=O)N1CC(=O)N2[C@H](CO)[C@@H](c3ccc(-c4cccnc4)cc3)[C@H]2C1	18	-11	·	-3.8	·	·	0	0.4
COc1ccccc1NC(=O)N1C[C@H]2[C@@H](c3ccccc31)[C@H](CO)N2Cc1ccc2c(c1)OCO2	3	4	10	0.6	-1	-4	-2	0.0
CCc1cnc(N2[C@H](C#N)[C@@H](c3ccc(C#CCC4CCCC4)cc3)[C@@H]2CO)s1	-4	·	·	-0.3	2	·	·	-0.1
CCOC(=O)c1nccnc1C(=O)Nc1cccc(C(F)(F)F)c1	6	-5	·	-2.7	·	-4	-3	0.1
Cc1ccc(S(=O)(=O)N(C)C[C@H]2OCCCC[C@@H](C)Oc3ccc(NC(=O)Nc4cccc5ccccc45)cc3C(=O)N([C@H](C)CO)C[C@@H]2C)cc1	-33	7	2	-0.2	-2	13	-1	0.2
COc1cccc(NC(=O)N2C[C@H](O)COC[C@H]3O[C@@H](CC(=O)NCc4ccccc4F)CC[C@@H]32)c1	-1	-6	-3	-0.2	2	-3	-1	0.0
Cc1cc(C)cc(NC(=S)N2CCN(Cc3ccccc3)CC2)c1	-22	-22	-5	2.3	5	11	3	0.0
COc1ccc(-c2cc(-c3ccccc3)c(-c3ccccc3)nn2)cc1	-6	-20	·	2.4	·	·	-1	0.1
CCn1c(=O)cc(SCC(=O)NCc2ccccn2)c2ccccc21	5	·	-6	·	-1	-8	·	·
CCN(CCO)Cc1csc2c(Br)cccc12	-3	·	-1	·	-7	2	·	·
O=C1Cc2c([nH]c3ccc(Br)cc23)-c2ccccc2N1	·	3	·	4.2	·	·	-3	0.5
CCCOc1ccc(N2C(=O)CC(N(C(=O)c3ccco3)c3ccc(OCCC)cc3)C2=O)cc1 (stereo not given)	-2	·	7	·	-6	3	·	·
Cc1nn(-c2ccccc2)c(C)c1/C=N/n1c(-c2ccc(Cl)cc2)n[nH]c1=S	6	-7	·	·	·	-1	12	-0.1
COc1ccc(OC)c(-c2cc(C(=O)N3CCN(c4ccccc4)CC3)no2)c1	-26	10	-9	2.7	23	-1	5	0.5
CSc1ccccc1C(=O)N1CCCC(CNC(=O)c2ccc(F)cc2)C1 (stereo not given)	3	-1	5	1.1	4	-16	3	0.0
Cc1cccc(NC(=O)CSCC(=O)NCc2cccc(C(F)(F)F)c2)c1	-48	-6	-7	-0.1	0	-5	-1	0.4
CCCNC(=O)C[C@@H]1CC[C@H]2[C@H](COc3ccc(NC(=O)c4cccs4)cc3C(=O)N2C)O1	4	-1	-4	3.2	-1	0	0	0.4
O=C(Cc1cccnc1)N1CC(=O)N2[C@H](CO)[C@H](c3ccc(C4=CCCC4)cc3)[C@@H]2C1	6	2	·	1.6	·	·	1	-0.1
CN1C(=O)c2cc(NS(=O)(=O)c3cccc(F)c3)ccc2OC[C@@H]2O[C@@H](CC(=O)NCCN3CCCCC3)CC[C@@H]21	10	12	5	2.8	0	-5	-1	0.0
O=C(COC(=O)C12CC3CC(CC(O)(C3)C1)C2)Nc1cccc(Br)c1	-10	-5	-3	-1.3	0	-2	-4	0.0
COCCN(C(=O)CSc1nnc(-c2cccc(Cl)c2)n1N)c1c(N)n(CC(C)C)c(=O)[nH]c1=O	6	-4	-7	2.0	-6	·	-2	0.0
CC(C)OC(=O)c1nnc(Cc2ccc(F)cc2)o1	-3	-4	3	3.1	-6	·	·	0.2
c1ccc(-c2cn(-c3ccccc3)c3ncnc(NCCCN4CCOCC4)c23)cc1	-29	16	·	5.2	·	12	0	0.4
O=[N+]([O-])c1cc2c(c(CSc3ncccn3)c1)OCOC2	16	4	·	-1.4	·	-1	4	0.2
C/C(=N/NC(=O)c1nnn(-c2nonc2N)c1-c1ccccc1)c1ccc2c(c1)OCO2	-1	-8	-3	-0.7	-8	10	-1	0.2
COc1cccc(NC(=O)c2cc(=O)c3ccccc3o2)c1	7	-16	-6	-0.8	19	3	-5	0.1
NCC[C@H]1CC[C@@H](NS(=O)(=O)c2ccc(Cl)cc2)[C@H](CO)O1	5	10	2	-1.8	1	5	1	0.5
COc1ccc(CCN(C)C(=O)c2cc(-c3ccccc3)nc3ccccc23)cc1OC	20	-5	8	3.1	2	-1	1	-0.1
O=C(CC12CC3CC(CC(C3)C1)C2)Nc1ccc(C(=O)O)cc1	-4	-1	2	2.7	-4	0	-14	0.0
